Yeast growth tox: Inhibits yeast growth, turbidity readout; S. cerevisiae wild-type growth, A595 turbidity, 16 h; growth inhibition, % at 25 µM (by protocol); hit rate 0.3% among 30,000;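 active = mutant and wild-type yeast strains alike exhibit over 30% growth inhibition; inconclusive = a strain exceeds 50% while the second remains under 30%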;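 also: 0% = untreated cell controls and 100% = YPD media blanks without cells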
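System – wild-type and eIF2Bepsilon-R284H mutant S. cerevisiae, screened separately · Measured by – absorbance at 595 nm (turbidity) · Timing – 16 h compound exposure during growth at 30 °C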
Yeast eIF2B: eIF2B (yeast) activity modulation; S. cerevisiae eIF2B-epsilon R284H, GCN4-lacZ luminescence; inhibition, % at 25 µM (by protocol); hit rate 0.91% among 27,000; AID 688;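 active = mutant luminescence inhibited past about 50% while wild type luminescence and mutant growth stay under set limits, limit read from the data; inconclusive = mutant versus wild type luminescence inhibition gap past a set limit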; also: some compounds called inactive have numbers as strong as hits
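Material – yeast eIF2B-epsilon R284H mutant carrying GCN4–beta-galactosidase fusion · Medium – YPD yeast growth medium · Compound – one concentration, 25 µM, 0.25% DMSO · Times – 16 h at 30 °C exposure · Signal – Beta-Glo luminescence plus absorbance at 595 nm · Read-out – % inhibition of reporter signal and growth versus controls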
Yeast growth tox inhibition %: also measured in Yeast growth tox; calls as there; growth inhibition, %; S. cerevisiae eIF2Bepsilon-R284H mutant growth, A595 turbidity, 16 h;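 each compound tested once at 25 µM; 0% equals untreated cells and 100% equals cell-free medium blanks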
Yeast eIF2B mutant toxicity: also measured in Yeast eIF2B; calls as there; growth inhibition, %; measured here: mutant yeast growth, toxicity;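 each compound tested once at 25 µM; zero equals untreated control growth and 100 equals blank medium absorbance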
* hit, by the source's call; u = inconclusive; x = no result given. A portion of the library (hit frequency here may not be typical).

SMILES	Yeast growth tox	Yeast growth tox inhibition %	Yeast eIF2B	Yeast eIF2B mutant toxicity
Cc1cc(NC(=O)c2noc3c2CCCCC3)no1	8	4	1	4
O=C(Nc1nccs1)c1ccc(Cl)c(S(=O)(=O)N2CCOCC2)c1	-8	-3	23	-3
CC1(C)Cc2c(sc3nc(-c4cc5ccccc5o4)n(N)c(=O)c23)CO1	-26	-53	41	-53
O=C(N1CCCCC1)C12CC3CC(CC(C3)C1)C2	2	6	-3	6
O=c1cc(CO)oc(C(Nc2ccccn2)c2ccc(C(F)(F)F)cc2)c1O (stereo unspecified)	6	-13	x	x
CCn1cc(Br)c(C(=O)Nc2ccc(OC)cc2)n1	17	13	8	13
COc1ccc(OC)c(C2CC(=O)C(C)C(c3cc(OC)ccc3OC)N2)c1 (stereo unspecified)	17	10	x	x
Cc1ccc(-n2c(SCc3cc(=O)n4ccsc4n3)nnc2-c2cccnc2)c(C)c1	-9	-3	17	-3
Cc1cc(C)cc(N=c2c([N+](=O)[O-])nn(-c3cccc(Cl)c3)n2O)c1	17	10	x	x
O=C(CC(c1ccccc1)C1CCCCC1=O)c1ccco1 (stereo unspecified)	u	x	-7	-6
CC1=C(C(=O)OC(C)C)C2(O)C(=O)c3ccccc3C2(O)N1 (stereo unspecified)	6	-7	x	x
Cc1c(C(=O)O)sc(=S)n1-c1ccc(Cl)cc1	28	-15	8	-15
O=C(CCCOc1ccccc1)Nc1nccs1	26	8	23	8
COc1ccc(C(c2nnnn2Cc2cccs2)N2CCN(c3ccccc3F)CC2)cc1OC (stereo unspecified)	15	3	3	3
Cn1nnnc1SCC(=O)Nc1ccc(Oc2ccc(Cl)cc2)cc1	-35	-39	9	-39
O=c1c2ccccc2nc(SCc2nnc(-c3ccccc3Br)o2)n1Cc1ccco1	18	0	28	x
CCN=c1scc(-c2ccco2)n1/N=C/c1ccc(OC)c(O)c1	15	18	x	x
CCOC(=O)c1cnn2c(N)c(C#N)nnc12	5	-14	-4	-14
Cc1noc(C)c1COC(=O)CCc1nc2ccccc2c(=O)[nH]1	-6	1	-4	1
CCOc1ccc2nc(NCCNC(=O)C3CC3)c(C)cc2c1	12	0	-18	x

Retrieved by compound from the list above:
SMILES	Yeast growth tox	Yeast growth tox inhibition %	Yeast eIF2B	Yeast eIF2B mutant toxicity
CC1=C(C(=O)OC(C)C)C2(O)C(=O)c3ccccc3C2(O)N1 (stereo unspecified)	6	-7	x	x
Cc1c(C(=O)O)sc(=S)n1-c1ccc(Cl)cc1	28	-15	8	-15
Cc1cc(NC(=O)c2noc3c2CCCCC3)no1	8	4	1	4

The list goes on.
SMILES	Yeast growth tox	Yeast growth tox inhibition %	Yeast eIF2B	Yeast eIF2B mutant toxicity
CCCn1c(-c2ccc(OC)cc2)nc2c(=O)n(C)c(=O)[nH]c21	3	3	x	x
COC(=O)c1cc(C(=O)OC)cc(N2C(=O)CN=C2Nc2nc(C)cc(C)n2)c1	-7	-3	16	-3
CSc1nc2c(c(=O)[nH]1)C(c1ccncc1)C(C(=O)OC(C)C)=C(C)N2 (stereo unspecified)	-4	-5	8	-5
COC(=O)c1cn(CCOc2ccccc2F)c2ccccc12	14	8	16	8
COC(=O)COc1ccc(C2NC(=O)NC(c3ccccc3)=C2C(C)=O)cc1OC (stereo unspecified)	-5	0	9	x
Cc1cccc(OCC(=O)OCC(=O)c2c(N)n(C)c(=O)n(C)c2=O)c1C	6	-12	21	-12
CC1(C)Cc2noc(N)c2C(C)(C)N1OC(=O)c1scc2c1OCCO2	2	-15	29	-15
CCCC(=O)Nc1nc(-c2ccc3c(c2)CCN3S(C)(=O)=O)cs1	19	-29	11	-29
N#CC(C#SN)=C1CCCCC1	14	0	3	x
CC(C)CCNC(=O)C1CCCN1C(=O)NC1CCCCC1 (stereo unspecified)	-7	-26	28	-26
Cc1ccccc1C(=O)N1CCC(C(=O)O)CC1	12	7	x	x
CCN(CC)CCNC(CC(=O)Nc1ccc(Cl)cc1Cl)C(=O)O (stereo unspecified)	-3	-4	25	-4
Cc1[nH]nc(SCC(=O)N2CCCCC2)c1[N+](=O)[O-]	7	22	34	22
O=C(CCn1cccc1)NCCc1ccc(Cl)cc1	21	12	0	12
CS(=O)(=O)N(CC(N)=O)c1cccc(Br)c1	16	0	24	x
Cc1cc2cc(CNC(=O)CC(C)C)ccc2n1C	11	-24	34	-24
Cc1ccccc1C(=O)NC1CC(C)(C)NC(C)(C)C1	8	-14	10	-14
Cc1oc(-c2ccc(Cl)cc2)nc1CN1CCC(C(=O)NCc2cccnc2)CC1	29	-16	x	x
COc1cc(NS(=O)(=O)c2ccc(NC(=O)COc3ccccc3C)cc2)nc(OC)n1	16	19	29	19
O=C(Nc1ccc2oc(-c3cccnc3)nc2c1)c1ccco1	-12	14	22	14
Cc1ccc(NC(=O)c2cc(-c3cccs3)on2)cc1	22	22	24	22
O=C(COC(=O)C1(c2ccccc2)CC1)N1CCN(c2ccc(F)cc2)CC1	11	14	23	14
Cc1cccc(C)c1-n1c(C)cc(/C=C2\NC(=O)NC2=O)c1C	12	-13	x	x
CC(C)NC(=O)C(=O)NCCN1CCN(S(=O)(=O)c2ccc(Cl)cc2)CC1	7	8	x	x
COC(=O)c1cc(Br)c(=O)n(Cc2ccncc2)c1	-5	9	8	9
Cc1ccc(NC(=O)C(C)N2C(=O)C3CC=C(Cl)CC3C2=O)cc1 (stereo unspecified)	5	-3	21	-3
COc1ccc(C2N(C(=O)c3ccccc3)CCN2C(=O)c2ccc(C)cc2)cc1 (stereo unspecified)	22	15	29	15
O=C(NCc1ccco1)c1ccccc1-c1ccc(C(F)(F)F)cc1	-3	-29	33	-29
Cc1c(NC(=O)C(C)Sc2ccccc2)c(=O)n(-c2ccccc2)n1C (stereo unspecified)	-2	18	x	x
Cc1ccccc1OC(=O)C1C(c2ccccc2)C(C(=O)O)C1c1ccccc1 (stereo unspecified)	5	13	x	x
O=C(c1cc2c(=O)oc3ccccc3c2s1)N1CCOCC1	8	-34	2	-34
NC(=O)c1sc2nc3c(c(-c4ccc(Cl)cc4)c2c1N)CCCC3	-2	8	x	x
O=C(CSc1nc2ccsc2c(=O)n1NC(=O)c1ccccc1)NCc1ccco1	18	0	21	x
COC(=O)c1ccccc1COn1c(=O)c(C)[n+]([O-])c2ccccc21	-2	8	7	8
C=CCOc1nc2c(c(=O)n(Cc3ccc(Cl)cc3)c(=O)n2C)n1C	5	9	17	9
Cc1cc(OCC(F)(F)C(F)(F)C(F)(F)C(F)(F)C(F)(F)C(F)F)nc(N)n1	4	9	5	9
CCCCc1ccc(-c2ccc(Br)cc2)nc1	x	x	3	x
CCOC(=O)c1sc2nc(SCC#N)n(CCCN3CCCC3=O)c(=O)c2c1C	-11	-7	-2	-7
CCOC(=O)C1=C(C)NC(=O)C(C(N)=O)C12CCCCC2 (stereo unspecified)	6	4	2	4
CCOC(=O)c1oc2ccc(OC)cc2c1NC(=O)CN1CCN(C)CC1	19	0	35	x

Profiles as entered above.
Entry for O=C(CSc1nc2ccsc2c(=O)n1NC(=O)c1ccccc1)NCc1ccco1 = Yeast growth tox: 18; Yeast growth tox inhibition %: 0; Yeast eIF2B: 21; Yeast eIF2B mutant toxicity: x
Entry for COc1ccc(C2N(C(=O)c3ccccc3)CCN2C(=O)c2ccc(C)cc2)cc1 (stereo unspecified) = Yeast growth tox: 22; Yeast growth tox inhibition %: 15; Yeast eIF2B: 29; Yeast eIF2B mutant toxicity: 15

Carrying on.
SMILES	Yeast growth tox	Yeast growth tox inhibition %	Yeast eIF2B	Yeast eIF2B mutant toxicity
CC1CCN(S(=O)(=O)c2cccc(C(=O)NCc3ccco3)c2)CC1	-6	-5	18	-5
CCCc1cc(=O)n2[nH]c(-c3ccco3)nc2n1	14	9	x	x
c1cn2cc(-c3ccc4c(c3)OCO4)nc2s1	19	12	6	12
Cn1c(=O)cc(OCCCC(=O)NCCCN2CCN(Cc3ccccc3)CC2)c2ccccc21	-10	-3	10	-3
O=C(Cc1sc(-c2ccccc2)nc1-c1ccccc1)Nc1ccc(Cl)cc1	14	-3	20	-3
O=C(NC12CC3CC(CC(C3)C1)C2)c1cncc(O)c1	-1	-4	-10	-4
COCCSc1ccccc1C(=O)Nc1nnc(C)s1	0	15	35	15
CCOc1ccccc1Nc1nc2ccccc2[nH]1	9	16	4	16
CCOC(=O)NC(=O)CSc1ccccn1	-7	0	3	x
O=C(CCNc1ccc(Cl)c(C(F)(F)F)c1)c1ccco1	x	x	-2	x
CC(C)OC(=O)C(C#N)c1nc2ccccc2nc1N1CCN(Cc2ccc3c(c2)OCO3)CC1 (stereo unspecified)	5	-9	19	-9
Cc1ccc(C(=O)NCCCCNC(=O)c2ccc(C)o2)o1	25	7	15	7
Cc1cccc(NC(=O)CN(C)S(=O)(=O)c2ccc(Br)cc2)n1	27	2	x	x
CC1(C)CC(=O)C(C2NCCc3ccccc32)=C(O)C1 (stereo unspecified)	18	9	20	9
O=C(CCn1c(=O)[nH]c2ccccc2c1=O)NCCCN1CCN(c2cccc(Cl)c2)CC1	7	-10	1	-10
CCOC(=O)Cc1csc(NC(=O)CSc2nc(N)c3c(C)c(C)sc3n2)n1	15	5	x	x
CCOC(=O)c1c(CN2CCOCC2)n(-c2ccccc2)c2cc(Br)c(OC)cc12	6	-3	50	-3
Cc1cc(-c2ccccc2)nc(N2CCC(C(=O)NCC3CCCCC3)CC2)n1	x	x	-19	x
CC(=O)OCC1OC(n2ccc3ccccc32)C(OC(C)=O)C(OC(C)=O)C1OC(C)=O (stereo unspecified)	17	14	14	14
c1ccc(Nc2ccc3c4c(cccc24)CC3)cc1	4	16	-36	16
Cc1nc(-c2cccc(S(=O)(=O)N3CCCCCC3)c2)cs1	7	10	x	x
CC(C)C(NC(=O)c1ccccc1NC(=O)c1ccco1)C(=O)O (stereo unspecified)	24	3	14	3
Cc1cc(C(=O)Nc2cnn(Cc3ccc(Cl)cc3Cl)c2)no1	-27	-30	16	-30
CN(C)S(=O)(=O)c1ccc(S(=O)(=O)N2CCCC2)cc1	12	14	22	14
COc1ccc(CN2C(=O)c3cccnc3C2Nc2ccc(C)cc2)cc1 (stereo unspecified)	8	-3	x	x
CC(=O)c1cc2c(=O)c3ccccc3oc2nc1C	-3	-14	34	-14
CCCCOC(=O)c1ccc(NC(=O)c2cnccn2)cc1	2	6	x	x
Cc1cccc(-n2cnc(C(=O)N/N=C\c3ccc(Br)cc3)c2)n1	-28	2	-9	2
CC(C)NC(=O)CN1CCC(O)(c2ccccc2)CC1	u	x	-23	4
N#Cc1nc(-c2ccc(OCc3ccccc3)cc2)oc1NCCCn1ccnc1	49	15	22	15
CCOc1cccc(OCCOCCN2CCCC2)c1	x	x	18	x

An excerpt of these results, field by field.
CC(C)C(NC(=O)c1ccccc1NC(=O)c1ccco1)C(=O)O (stereo unspecified)
  Yeast growth tox: 24; Yeast growth tox inhibition %: 3; Yeast eIF2B: 14; Yeast eIF2B mutant toxicity: 3

COc1ccc(CN2C(=O)c3cccnc3C2Nc2ccc(C)cc2)cc1 (stereo unspecified)
  Yeast growth tox: 8; Yeast growth tox inhibition %: -3; Yeast eIF2B: x; Yeast eIF2B mutant toxicity: x

CCCCOC(=O)c1ccc(NC(=O)c2cnccn2)cc1
  Yeast growth tox: 2; Yeast growth tox inhibition %: 6; Yeast eIF2B: x; Yeast eIF2B mutant toxicity: x

Cc1cccc(-n2cnc(C(=O)N/N=C\c3ccc(Br)cc3)c2)n1
  Yeast growth tox: -28; Yeast growth tox inhibition %: 2; Yeast eIF2B: -9; Yeast eIF2B mutant toxicity: 2

Compound activity: PubChem, PCMD
